# Source: PubChem BioAssay (NCI)
# All columns: NCI-60 one-dose screen, growth in % after 48 h at 10 µM unless noted; 100 = growth as untreated, 0 = no growth, -100 = all killed.
# HL-60(TB) = HL-60(TB) leukemia cells; actives 9% (n = 78,000); AID 1794776; active = growth percent below 10
# An asterisk follows results filed as active; & = joins results of further samples; [ ] = remark or other dose. Only part of the results is shown. The share of hits here may be higher or lower than overall.
# Start of the data: the first five records, to show the layout:
SMILES,HL-60(TB)
CC(C)Cn1cnc2c(SCc3ccc(Cl)cc3)nc(N)nc21,62.3
CCC(C)C(O)CC (stereo unspecified),99.7
O=C(O)C1CC(Br)C(Br)CC1C(=O)O (stereo unspecified),94.1&87.2
COc1cccc(/C=C2\Oc3cc(C)c(Cl)c(C)c3C2=O)c1,91.2
Cc1cccc2c1N[C@@H]1N(C)c3ccccc3[C@]1(C)C2,105.9

# The list itself, previewed entries included:
SMILES,HL-60(TB)
CC(C)Cn1cnc2c(SCc3ccc(Cl)cc3)nc(N)nc21,62.3
CCC(C)C(O)CC (stereo unspecified),99.7
O=C(O)C1CC(Br)C(Br)CC1C(=O)O (stereo unspecified),94.1&87.2
COc1cccc(/C=C2\Oc3cc(C)c(Cl)c(C)c3C2=O)c1,91.2
Cc1cccc2c1N[C@@H]1N(C)c3ccccc3[C@]1(C)C2,105.9
CCNc1nc2ccccc2c2c(=O)c3cc(F)cc(F)c3sc12,101.0
Cc1cc(C)c(C#N)c(OCc2cc(C(C)(C)C)cc(C(C)(C)C)c2)n1,101.1
CCCCCC(=O)N1c2ccccc2NC2=C(C(=O)CC(c3ccc(OC)c(OC)c3)C2)C1c1ccc(C(F)(F)F)cc1 (stereo unspecified),45.4
N#Cc1c(N)nc2c(c1N)C(c1ccc(Br)cc1)c1ccc3ccccc3c1O2 (stereo unspecified),98.4
Nc1ccccc1/C=C1\Cc2ccccc2C1=O,107.7&98.7
OCCNC(Cc1ccccc1)C1CC=CCC1 (stereo unspecified),74.3
CCCn1c(=O)c2c(nc(NCCc3ccc(O)c(O)c3)n2C)n(C)c1=O,113.4
CCCCCCCCCCNCc1ccccc1,97.8
O=C(NCCCl)NC1CC2CCC1C2 (stereo unspecified),88.2
COCCCNc1nc2ccccc2c2c(=O)c3cc(F)ccc3sc12,99.8
Cc1ccccc1NC(=O)c1sc2nc(C)c(C(=O)/C=C/c3ccccc3)cc2c1N,8.8*
CN(C)CCC(O)(c1ccccc1)c1ccccc1Cl (stereo unspecified),100.3
C/C=C/CC(C)C(O)[C@H](NC(=O)[C@@H]1CCCN1C(=O)C(C)(C)NC(=O)CCCCCCCCC)C(=O)NC(C)(C)C(=O)N[C@@H](CCC(N)=O)C(=O)N[C@H](CCC(N)=O)C(=O)NC(C)(C)C(=O)NC(C)(C)C(=O)N[C@@H](CCC(N)=O)C(=O)N[C@H](CC(C)C)C(=O)N[C@H](CO)CC(C)C (stereo partly specified),-47.2*
O=C(N/N=C/c1ccccc1Cl)C(=O)Nc1cccc(C(F)(F)F)c1,105.7
c1ccc(CCN2CCCCC2)nc1,78.4
CC(=O)Nc1cc(F)cc(C(F)(F)F)c1Cl,100.2
CCCCC(CC)C(=O)OC(C)C(=O)Nc1ccccc1 (stereo unspecified),117.0
O=C(NCc1ccccc1)C(Cl)Cl,95.9
Fc1ccc2[nH]c3nc(=S)[nH]nc3c2c1,112.8
COC(=O)c1ccc2c(c1)nc(-c1cc3ccccc3[nH]c1=O)n2-c1cc(C(C)(C)C)[nH]n1,-16.9*

# Other compounds follow.
SMILES,HL-60(TB)
O=C(c1ccccc1)c1ccc[n+](CCc2ccccc2)c1,99.3
Nc1cc(C(=O)Nc2cccc(C3=NCCN3)c2)ccc1C(=O)Nc1cccc(C2=NCCN2)c1,91.8
CCCCC1COc2cccc3c2N1C=C/C3=C\C(=O)N(C)c1ccccc1Br (stereo unspecified),99.4
O=C(Oc1cc(OC(=O)c2ccccc2)cc(OC(=O)c2ccccc2)c1)c1ccccc1,83.7
O=C1C(=Cc2ccc3cccc(Cl)c3n2)C(=O)c2ccccc21,114.1
COc1cc(-c2nc(-c3nnc(-c4ccccc4F)o3)c3ccccn23)cc(OC)c1OC,81.5
COc1cc2nc(Sc3nnc(N)s3)n(-c3ccc(Cl)cc3)c(=O)c2cc1OC,68.5
O=C(CC(c1ccccc1)N1CCOCC1)c1ccccc1 (stereo unspecified),83.1
OCc1ccc(CO)cc1,78.7
COc1cc(C2CCN(Cc3ccccc3)CCO2)cc(OC)c1OC (stereo unspecified),111.1
O=C1CCC(C2CCc3cc(O)ccc3C2)C1 (stereo unspecified),77.5
O=[N+]([O-])c1ccc(CO)cc1,96.7
CCCCCCCCCCCCCCCC(=O)OC(=O)CCCCCCCCCCCCCCC,90.2
CCOc1ccc(/C=C(\C#N)C(=O)Nc2ncc(Cc3ccc(Cl)c(Cl)c3)s2)cc1,97.5
O=c1[nH]c(Nc2ccccc2)cc2ccccc12,94.2
CC/C(=C(\c1ccc(OCCN2CCCCC2)cc1)c1ccc(OC(=O)Cc2ccccc2)cc1)c1ccc(OC)cc1,96.5
CN1C(=O)NNC(=O)c2ccccc21,100.0
CC1C2CCC(C2)C1COCCOCCO (stereo unspecified),107.9
COc1ccccc1CNCCCN1C(=O)c2ccc3c4c(ccc(c24)C1=O)C(=O)N(CCCCNCCCN)C3=O,-34.2*
CN(C)CCOc1ccc(C(=O)C(=O)N2CCCCC2)cc1,111.7
COc1ccc2[nH]c(O)c(C(=Nc3ccc(N(C)C(=O)CN4CCN(C)CC4)cc3)c3ccccc3)c2c1,-14.9*
c1ccc(CNc2nnc(-c3cccnc3)s2)cc1,86.2
C=CCOC(=O)C1=C(C)NC2=C(C(=O)CC(c3ccc(Cl)cc3)C2)C1c1cc(OC)c(OC)c(OC)c1 (stereo unspecified),94.0
CCOC(=O)Nc1nccs1,100.1
COc1ccc(CC(=O)O)cc1OC,103.6&109.5

# Remaining list, next part.
SMILES,HL-60(TB)
CCOc1ccccc1/C=N/N=C(N)N,129.8
O=C(O)CCn1ccc2ccccc21,99.4
C=C(C)[C@@H]1C[C@@H]2Cc3cc(Cl)ccc3N1O2,-8.6*
COc1cc(CN(CCC(O)c2ccc(Cl)cc2)Cc2ccccc2)cc(OC)c1OC (stereo unspecified),81.7
C=C1C(=O)O[C@H]2[C@H]1CC/C(COC(=O)CCCCC(=O)OC/C1=C/CC[C@@]3(C)O[C@H]3[C@H]3OC(=O)C(=C)[C@@H]3CC1)=C\CC[C@@]1(C)O[C@@H]21,2.4*
CC(=O)N1N=C(c2ccc(-n3ccc(C(F)(F)F)n3)c(F)c2)CC1c1ccc[nH]1 (stereo unspecified),98.8
CCn1nccc1NC(=O)C(=O)c1c[nH]c2cccc(OC)c12,79.9
COc1ccc2[nH]c(=O)c(O)c(-c3cccc(O)c3)c2c1,84.3
COc1cc(NCc2ccc3nc(N)nc(N)c3c2C)cc(OC)c1OC (tested in a mixture with another compound),25.7
COc1ccccc1OCC(=O)Nc1nc2ccccc2[nH]1,70.9
CS(=O)(=O)c1ccc(C(=O)N2N=C(c3ccccc3)CC2c2ccccc2)cc1 (stereo unspecified),68.3
O=C1CC(N2C(=O)/C(=C/C=C/c3ccccc3)SC2=S)C(=O)N1c1ccc(Br)cc1 (stereo unspecified),96.4
COC(=O)C1CCCNOC12CCCCC2 (stereo unspecified),103.4
CCCCC(c1ccccc1)c1ccccn1 (stereo unspecified),100.3
CCOP(=O)(CC(F)(F)C(F)(F)F)OCC,17.2
CN(C)Cc1cc(Br)c(O)c(Br)c1,94.7
Nc1ccc(S(=O)(=O)NCCO)cc1[N+](=O)[O-],107.4
Cc1ccc(S(=O)(=O)/C(C#N)=C/n2ccc(=O)[nH]c2=S)cc1,100.8
Cc1cccc(C)c1Nc1nnc(-c2ccc(N(C)C)cc2)s1,106.2
Cc1cc2n(n1)-c1ccc(C#N)cc1Oc1ccc(Cl)cc1-2,99.5
O=C(NCc1ccc([N+](=O)[O-])cc1)Nc1cccc(S(=O)(=O)F)c1,86.6
COc1cc(/C=C(\OC(C)=O)c2ccc3c(c2)OCO3)cc(OC)c1OC,93.5
CS(=O)(=O)Nc1cc(-c2ccc3ncc(C#N)c(NCc4ccccc4)c3c2)cnc1Cl,-29.2*
CCCCCC(O)C1C(=O)OC(C)C(O)/C=C/C=C/C=C/C=C\C=C(\C)C(O)CC(O)CC(O)CC(O)CC(O)CC(O)CC1O (stereo unspecified),113.1&86.4
O=c1nc2onnc2c(/C=N\O)[nH]1,102.2

# (more compounds)
SMILES,HL-60(TB)
O=C(O)c1ccccc1-c1c2cc([N+](=O)[O-])c(=O)c(Br)c-2oc2c(Br)c(O)c([N+](=O)[O-])cc12,77.1
C/C(=C(/c1ccccc1)c1ccc(N2C(=O)c3cccc4c(N5CCN(Cc6ccccc6)CC5)ccc(c34)C2=O)cc1)c1ccccc1,89.1
CC(=O)OC1C=CCC2C(=O)OC(=O)C12 (stereo unspecified),100.5
COc1ccc2c(c1)CC/C(=C\Nc1ccc(Cl)cn1)C2=O,90.8
CCOC(=O)c1sc2ncnc(Nc3ccc(OCc4ccc(Cl)cc4)c(Cl)c3)c2c1C,92.2
CC[C@H](Nc1nc(N)nc(N)c1Cl)c1nc2cccc(NCc3ccc(C(=O)NO)cc3)c2c(=O)n1-c1ccccc1,-34.7*
CC1(C)CC(=O)C(CC(=O)c2ccccc2)=C(NN=C(N)N)C1,100.6
CNC(=S)Nc1ccccc1,116.4
O=C(CSc1nnc(-c2ccc(-c3nc4ccc(Cl)cc4[nH]3)cc2)o1)Nc1ccc(C(=O)/C=C/c2ccc(Cl)cc2)cc1,113.1
Oc1ccc(/C=N\N=C\c2ccco2)c(O)c1,58.4
Cc1nn(C)c(=S)[nH]c1=S,98.7
CCOc1nc2c(N)ncnc2n1CC1CCOC1 (stereo unspecified),94.7
CCCC(=O)OCCCOCCCOc1ccccc1,95.5
COc1ccc(C2c3c(c4cc(Cl)ccc4[nH]c3=O)Oc3ncn4nc(-c5ccco5)nc4c32)cc1 (stereo unspecified),101.5
COc1ccc(CCNC(=O)c2ccc(Cl)cc2)cc1OC,83.9
O=c1[nH]c2ccc(Oc3ncccn3)cc2c(=O)n1Cc1cccc(NC(=S)Nc2c(Cl)cccc2Cl)c1,114.5[8.75 µM]
O=C1N/C(=N\c2nccs2)S/C1=C\c1cccs1,25.1
O=C(CF)N(O)c1ccc(/C=C/c2ccccc2)cc1,13.4
c1ccc2c(c1)Oc1cccnc1-n1nccc1-2,101.3
CC(=O)N1N=C(c2ccc(Nc3nc(Nc4ccc(F)cc4)nc(Nc4ccc(F)cc4)n3)cc2)CC1c1ccccc1 (stereo unspecified),83.0
N#CCCOC(=O)Nc1ccccc1,105.7
CCCCCCCCCC(CCCCCCCCC)NCc1ccccc1,91.6
C/C=C(\C)C1=C2CC[C@H](c3ccccc3)O[C@@H]2CCCN1S(=O)(=O)c1ccc(C)cc1,95.7
Cc1nn(-c2ccc(Br)cc2)c2nc(C(F)(F)F)nc(Nc3ccc(NCc4c(-c5ccccc5)no[n+]4[O-])cc3)c12,83.2
N=C(N)c1ccc(-c2cccs2)cn1,83.5

# Reformatted field by field: entries from further up.
SMILES: COc1ccc(C2c3c(c4cc(Cl)ccc4[nH]c3=O)Oc3ncn4nc(-c5ccco5)nc4c32)cc1 (stereo unspecified)
  HL-60(TB): 101.5
SMILES: COc1ccc(CCNC(=O)c2ccc(Cl)cc2)cc1OC
  HL-60(TB): 83.9

# Laid out differently: results already given.
O=c1[nH]c2ccc(Oc3ncccn3)cc2c(=O)n1Cc1cccc(NC(=S)Nc2c(Cl)cccc2Cl)c1
  HL-60(TB): 114.5[8.75 µM]
O=C1N/C(=N\c2nccs2)S/C1=C\c1cccs1
  HL-60(TB): 25.1
O=C(CF)N(O)c1ccc(/C=C/c2ccccc2)cc1
  HL-60(TB): 13.4
c1ccc2c(c1)Oc1cccnc1-n1nccc1-2
  HL-60(TB): 101.3

# (further entries)
SMILES,HL-60(TB)
CC(=O)N1N=C(c2ccc(-n3ccc(C(F)(F)F)n3)cc2)CC1c1ccc[nH]1 (stereo unspecified),98.2
C#CCNC(=O)c1ccc(N=Nc2ccccc2)cc1,97.2
CC(C)(C)CC(C)(C)NCC(O)COc1ccc2c(c1)CCC2 (stereo unspecified),59.0
CCN(CC)c1ccc(/C=C2\SC(=S)N(C3CC(=O)N(c4ccc(Cl)cc4)C3=O)C2=O)cc1 (stereo unspecified),100.2
CN(C)c1cnccn1,90.3
C=CCn1cc(C=C2C(=O)N(C)C(=O)N(C)C2=O)c2ccccc21,120.6
CC(C)(C)c1ccc(C(=O)n2c(=S)oc3ccc(Cl)cc32)cc1,95.5
Cn1ccc2cc(NC(=O)Cn3cc(CN4CCCCC4)nn3)ccc21,90.5
CCCC1C(=O)N2C(N(C)C)=Nc3ccc(C)cc3N2C1=O (stereo unspecified),68.9
N#Cc1cnc(OC2CCOC2)nc1-n1cnc2ccccc21 (stereo unspecified),108.4
COc1cc2ncnc(Nc3ccc(OCc4cccc(F)c4)c(Cl)c3)c2cc1NC(=O)C1CCCC1,99.0
CC(=O)Nc1c(Cl)cc2c(c1Cl)Cc1c-2cc(Br)c(N)c1Br,80.7
CCNc1nc2c(ccc3c(C)c(CC)c(=O)oc32)o1,84.0
CN1C([C@@H]2C[C@@H]3C(=O)N(c4ccccc4)C(=O)[C@@H]3c3ccoc32)=CC2C=CC=CC21 (stereo partly specified),98.6
CC(=O)Oc1ccc(OCc2ccccc2)cc1,53.8
Cc1ccc(-c2cc(O)c(C(=O)N3CCOCC3)s2)cc1,90.2
NS(=O)(=O)c1ccc(Nc2ccnc(SCC(=O)c3ccccc3)n2)cc1,101.5
COC(=O)c1cc(=O)n(Cc2ccco2)c(=Nc2ccccc2)s1,101.8
O=C1Nc2ccccc2C12C=C(c1ccccc1)Nc1c2c(-c2ccccc2)nn1-c1ccccc1 (stereo unspecified),5.8*
O=C1CCC(Sc2ccccc2)N1 (stereo unspecified),94.9
O=C1S/C(=C\c2ccc(Cl)cc2)C(=O)N1Cc1cc(=O)oc2ccc(Cl)cc12,95.1
CCN(CC)c1cc2c(cc1Br)-c1ccccc1C2=O,101.0
FC(F)(Cl)C(F)(F)Cl,105.3
Cn1cc(-c2cc(N)n3nc(-c4cn(C)c5ncc(Br)cc45)cc3n2)c2cc(Br)cnc21,-71.2*
Fc1ccc(Nc2nc3nonc3nc2Nc2ccc(F)cc2)cc1,-17.6*
NC(CSC1(c2ccccc2)c2ccccc2-c2ccccc21)C(=O)O (stereo unspecified),86.4
Cn1ncc(C(=O)O)c1NN=O,86.1
CC1(C)CC(=O)C2=C(C1)N(CCc1ccc(S(N)(=O)=O)cc1)C1=C(C(=O)CC(C)(C)C1)C2c1ccccc1[N+](=O)[O-],112.5
COc1ccc(-c2cc(C(=O)N=Nc3c(O)[nH]c4ccc(F)cc34)c3ccccc3n2)cc1,51.6
CC(C)SCCCC(=O)O,98.1
